Assay outcomes from PubChem.
bIAP activator: increases bovine intestinal alkaline phosphatase activity; purified bovine IAP, CDP-star luminescence, 30 min; active compounds read high; fold of DMSO-control signal, blank-subtracted; activation factor at 20 µM; 200,000 tested, 0.17% active;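 active = activation factor of 2 or more at 20 µM, a signal rise over negative controls twice the positive control's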
STAT1 blocker: STAT1 signaling inhibition; 200,000 tested, 0.35% active; NIH 3T3 STAT1-luciferase reporter, IFN-gamma, luminescence; inhibition, % at 5.5 µM; AID 920;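 active = inhibition above a set limit, the mean inhibition across all tested compounds plus 3 SD, cut at about 34% in these data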;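 note: 0% = IFN-gamma with DMSO and 100% = IFN-gamma with 300 µM nifuroxazide; values of inactives mirror those of a sister screen read the other way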
PPARg SRC-1 ag: promotes SRC-1 coactivator recruitment by human PPARgamma | P37231 | PPARgamma-SRC-1 coactivator recruitment biochemical assay | activation, % at 8 µM | 200,000 tested, 0.41% active; in the data active = activation above about 19%;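 note: 0% = DMSO and 100% = reference agonist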
PPARg SRC2 recr: promotes SRC-2 coactivator recruitment by human PPARgamma; P37231; PPARgamma LBD-SRC-2 recruitment, biochemical; 200,000 tested, 0.34% active; activation, % at 8 µM; AID 1032; in the data active = activation above about 22%;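 note: 0% = vehicle and 100% = reference agonist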
STAT3 blocker: reduces IL-6 driven STAT3 reporter signal. U3A cells, IL-6 STAT3-luciferase reporter, luminescence; host cell line lacks STAT1. inhibition, % at 5.5 µM. 190,000 tested, 0.89% active. AID 862;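 active = inhibition above the mean inhibition across all screened compounds plus 3 SD, cut at about 44% in these data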;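 note: 0% = DMSO only wells and 100% = 100 µM nifuroxazide control wells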
ROMK primary: human ROMK K+ channel modulation, primary screen. P48048. Tet-inducible ROMK, thallium flux fluorescence; actives lie on both sides. B-score at 10 µM. 130,000 tested, 2% active;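 active = signal ratio slope over the read window, or its plate-corrected B-score, at least 3 SD from the plate mean, either direction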;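 note: B-score of the F/F0 ratio slope over 7 to 12 s after thallium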
Target sequence (P48048 whole entry, looked up): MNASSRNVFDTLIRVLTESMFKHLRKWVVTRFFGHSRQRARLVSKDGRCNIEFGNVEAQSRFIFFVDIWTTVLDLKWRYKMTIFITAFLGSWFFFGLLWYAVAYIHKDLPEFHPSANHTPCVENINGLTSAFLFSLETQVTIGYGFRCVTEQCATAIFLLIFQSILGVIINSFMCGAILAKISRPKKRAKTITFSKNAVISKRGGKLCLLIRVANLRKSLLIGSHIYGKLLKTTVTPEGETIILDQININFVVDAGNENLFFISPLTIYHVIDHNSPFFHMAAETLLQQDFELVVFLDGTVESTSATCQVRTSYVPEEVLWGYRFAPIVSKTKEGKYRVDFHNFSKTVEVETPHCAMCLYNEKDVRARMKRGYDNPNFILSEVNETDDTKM
SRC2 TRFRET art: counter-screen for PPARgamma SRC-2 recruitment agonists: TR-FRET artefact; active compounds read high; TR-FRET ratio at 8 µM; 200,000 tested, 0.4% active; AID 1049; in the data active = TR-FRET ratio above about 2000; note: inactives centre near 1500; reference of the scale not given here
PPARg SRC3 recr: promotes SRC-3 coactivator recruitment by human PPARgamma; biochemical PPARgamma/SRC-3 coactivator recruitment assay; activation, % at 8 µM; P37231; 200,000 tested, 0.26% active; in the data active = activation above about 23%;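 note: 0% = DMSO and 100% = reference agonist; some compounds past the cut are filed as inactive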
STAT3 act: increases IL-6 driven STAT3 reporter signal | U3A cells, IL-6 STAT3-luciferase reporter, luminescence; 100% = signal with IL-6 EC80 alone | activation (% of control), % at 5.6 µM | 190,000 tested, 0.91% active | AID 871;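 active = activation above the screen-wide mean of compound activation plus 3 SD, cut at about 130% in these data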;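 note: 0% = background luminescence of wells with medium and substrate only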
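Material: human U3A cells carrying STAT3-luciferase construct. Measured by: reporter luminescence signal. Timing: compound 1 h, then IL-6 6 h at 37 °C.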
TNAP act hi DEA: increases human TNAP activity under high phosphate acceptor concentration. 200,000 tested, under 10 active. activation factor at 20 µM. purified TNAP, CDP-star luminescence, 1 M DEA, 30 min; active compounds read high; 0 = EDTA background, 1 = DMSO-only activity;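 active = activation factor at least 2 at 20 µM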
Target sequence (P05186 whole entry, looked up): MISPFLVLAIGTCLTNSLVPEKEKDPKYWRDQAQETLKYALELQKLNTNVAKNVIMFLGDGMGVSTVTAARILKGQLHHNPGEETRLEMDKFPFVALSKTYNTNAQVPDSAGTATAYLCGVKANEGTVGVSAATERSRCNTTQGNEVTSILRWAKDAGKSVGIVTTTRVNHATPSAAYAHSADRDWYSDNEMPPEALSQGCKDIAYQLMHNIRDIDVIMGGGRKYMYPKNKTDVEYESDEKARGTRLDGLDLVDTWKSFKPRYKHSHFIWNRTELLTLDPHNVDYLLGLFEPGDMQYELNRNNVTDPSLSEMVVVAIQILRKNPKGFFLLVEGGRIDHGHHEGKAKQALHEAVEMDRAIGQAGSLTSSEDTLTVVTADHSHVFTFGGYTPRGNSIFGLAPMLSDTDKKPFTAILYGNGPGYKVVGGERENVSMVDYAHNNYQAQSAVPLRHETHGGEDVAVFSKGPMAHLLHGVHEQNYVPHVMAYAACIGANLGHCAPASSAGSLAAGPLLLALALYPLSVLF
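Test system – human TNAP · Doses – 20 µM single point · Incubation – 30 min, room temperature · Signal – luminescent substrate turnover signal · Read-out basis – activation factor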
bIAP inhibitor: blocks bovine intestinal alkaline phosphatase activity. AID 1019. 190,000 tested, under 10 active. purified bovine IAP, CDP-star luminescence, 30 min. inhibition, % at 20 µM;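 active = over 50% inhibition of intestinal alkaline phosphatase at 20 µM in the single-dose screen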
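Assay system – bovine IAP enzyme · Quantity – bovine IAP at 1/65,000,000 final dilution · Detection – CDP-star luminescence signal · Times – 30 min reaction at room temperature · Also added – CDP-star substrate at 30 µM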
Starred values were filed as active, the others as inactive; x = no result given.

SMILES	bIAP activator	STAT1 blocker	PPARg SRC-1 ag	PPARg SRC2 recr	STAT3 blocker	ROMK primary	SRC2 TRFRET art	PPARg SRC3 recr	STAT3 act	TNAP act hi DEA	bIAP inhibitor
O=C1CC(c2ccc(Cl)cc2)SC(N(c2ccccc2)c2ccccc2)=N1 (centres undefined)	0.9	15	-2	5	8	-1.2	1617	-2	91	1	8
Cc1ccccc1S(=O)(=O)Cc1ccc(C(=O)N2CCN(C3CCCCC3)CC2)o1	0.9	2	11	1	0	x	1708	3	100	1	9
Cc1cc(C)c2c(=O)n(CC(=O)NCCCN3CCOCC3)sc2n1	1.1	2	-3	-1	4	x	1522	-4	97	1	-13
O=C(Nc1cccc(Cl)c1)OCc1cnc(Cl)s1	0.7	-8	-6	0	4	-0.078	1542	-7	97	1	26
Cc1ccc(N2C(=O)c3cccc4c(Oc5ccccc5[N+](=O)[O-])ccc(c34)C2=O)c(C)c1	1	11	2	-7	27	-1.1	1401	-2	78	1	4
Cc1cc(C)nc(NC(=O)c2cc([N+](=O)[O-])cc([N+](=O)[O-])c2)n1	1	-2	4	5	13	x	1416	2	93	1	0
O=[N+]([O-])c1ccccc1N/N=C/c1ccc2c(c1)OCO2	0.8	-60	-3	-2	-5	-0.39	1344	-4	108	0.9	21
CC1CCN(c2ccc(NC(=S)NC(=O)c3ccco3)cc2)CC1	0.8	-7	14	3	20	x	1649	23	91	1	16
COc1ccc(OC)c(C(=O)COC(=O)C2CC3CCCC(C2)C3=O)c1 (centres undefined)	1.1	6	2	4	-2	0.58	1700	10	102	1.1	-6
Cc1cc(NC(=O)c2ccc3c(c2)OCO3)ccc1NC(=O)c1ccco1	1	-3	3	19	22	0.76	1681	-10	83	1	-1
COc1ccc(CCNC(=O)c2ccc(Cl)cc2Cl)cc1	0.8	-5	-4	8	-2	-0.72	1665	-7	101	1	20
COC(=O)c1ccccc1NC(=O)Cn1c(CCC(=O)O)ccc1-c1cccs1	1	2	1	0	4	x	1445	8	103	1	2
Cn1c(=O)cc(OCCCC(=O)NC2CCCC2)c2ccccc21	0.9	12	3	8	32	x	1536	7	75	1	6
O=C(CSCc1ccc(Cl)cc1)NCC1CCCO1 (centres undefined)	0.9	-6	-6	1	3	0.56	1509	8	98	1.1	6
Nc1ccc(-c2nnc(-c3ccc(-c4ccccc4)cc3)o2)cc1	0.9	-43	1	1	-3	x	1504	2	102	1	11
Cc1cc2ncc(C(=O)N=CN(C)C)cn2n1	1	-4	-2	-1	24	-0.37	1452	3	87	1	-4
Cc1ccc(CSc2ccc(-c3ccc4c(c3)OCO4)nn2)cc1	0.9	-2	13	8	8	x	1857	-1	95	1	8
CCOc1ccc(-n2c(C)c(C(C)=O)c3cc(OCC(N)=O)ccc32)cc1	1	-1	-2	-8	3	x	1454	-2	100	1	1
COc1cc(/C=N/NC(=O)c2cc(C)oc2C)ccc1O	1	0	4	-5	-2	1.7	1384	-4	102	1	2
CS/C(=C\[N+](=O)[O-])Nc1ccc(F)cc1	0.9	2	0	-10	-5	0.27	1517	0	104	1	10
COc1ccc(NC(=O)C2CCN(C(=O)c3ccc(OC)cc3)CC2)cc1	1.1	-6	0	9	2	x	1459	7	100	1	-10
O=C1C(NS(=O)(=O)c2cccs2)=C(N2CCN(c3cccc(C(F)(F)F)c3)CC2)C(=O)c2ccccc21	0.7	0	3	9	17	0.065	1589	5	89	0.9	27
COc1cccc(C(=O)Nc2ccc(-c3nc4ccccc4o3)c(O)c2)c1	1.1	-8	3	9	32	x	2264*	-5	78	1.1	-12
CCCCOc1ccc(C(=O)N/N=C/c2ccc(OCCN3CCCCC3)c(OC)c2)cc1	0.9	2	11	-8	1	x	1663	7	101	1.2	12
COC(=O)Nc1ccc(S(=O)(=O)N2CCC(C(=O)N3CCCC(C)C3)CC2)cc1 (centres undefined)	1.1	5	11	8	2	-0.46	1635	4	100	1.1	-7
(cont.)
SMILES	bIAP activator	STAT1 blocker	PPARg SRC-1 ag	PPARg SRC2 recr	STAT3 blocker	ROMK primary	SRC2 TRFRET art	PPARg SRC3 recr	STAT3 act	TNAP act hi DEA	bIAP inhibitor
O=C(c1cc2ccccc2oc1=O)N(Cc1ccco1)CC1CCCO1 (centres undefined)	1	3	8	-4	4	0.43	1507	1	102	1	4
CCNc1nc(Oc2ccc(Cl)cc2Cl)cc(C(F)(F)F)n1	0.6	6	-2	-6	2	x	1362	-9	107	1	37
COC(=O)C(NC(=O)c1ccccc1Cl)(Nc1ncc(S(=O)(=O)c2ccc([N+](=O)[O-])cc2)s1)C(F)(F)F (centres undefined)	0.9	4	7	0	6	-2.3	1543	2	95	1	15
COc1cc2nc(CCc3ccccc3)oc(=O)c2cc1OC	1.2	6	-2	6	6	-0.94	1645	4	101	1	-25
Cc1ccccc1C1=NC(c2ccc(F)cc2F)ON1 (centres undefined)	0.8	-12	-4	1	-2	x	1498	5	105	1	17
CN(Cc1cccc(-n2cccn2)c1)C(=O)CCc1nnc(C2CCCCC2)o1	1	-17	4	2	-6	-0.31	1510	0	110	1	-4
C=CCNC(=O)COc1ccc(Br)cc1Cl	1	-35	0	-5	12	0.0042	1514	-10	94	1.1	-3
O=C(NCc1cccnc1)c1ccc(CS(=O)(=O)c2ccc(Br)cc2)o1	1	16	0	5	24	x	1557	-4	87	1.1	5
COc1ccc(-n2cnc3ccccc32)cc1	0.8	-9	0	5	-15	-0.2	1339	-12	118	1.1	18
CCN1CCN(c2ccc(N=Cc3ccccc3O)cc2)CC1	1	-6	9	7	4	-0.7	1486	4	98	1	2
Cc1sc2nc3n(c(=O)c2c1C)CCCS3	0.9	0	4	7	19	x	1610	10	87	1	12
COc1ccc(S(=O)(=O)N(C)CC(=O)N2CCC(C(N)=O)CC2)cc1Cl	0.9	3	9	5	14	0.36	1630	-1	94	1	5
Cc1ccc(S(=O)(=O)N2CCC(C(=O)N[C@H](C(=O)NC3CCS(=O)(=O)C3)C(C)C)CC2)cc1 (some centres undefined)	1	9	-2	5	11	x	1515	-1	94	1	-3
CC(C)(CO)NCC(=O)Nc1cc(C(F)(F)F)cc(NC(=O)CNC(C)(C)CO)c1Cl	0.9	8	-1	9	4	x	1519	0	96	1.1	13
C/C(=N\NC(=O)c1ccccc1C)c1ccc(NC(=O)c2cccs2)cc1	1	-18	2	-1	15	2	1587	6	94	1	-3
Cn1ncc(Cl)c(Oc2ccccc2)c1=O	1	-1	-9	-7	4	x	1550	-3	107	1	4
O=C(CCN1CCc2ccccc2C1)Nc1ccc2c(c1)OCO2	0.9	3	-4	8	3	-0.9	1420	4	100	1	12
CS(=O)(=O)N1CCN(C(=O)C2c3ccccc3Oc3ccccc32)CC1	1	-3	8	6	6	x	1750	5	99	1	-5
CCOc1cccc(CNc2ccc(O)cc2)c1OCc1ccccc1Cl	1	1	6	10	7	x	1659	17	99	0.9	1
CCOC(=O)c1ccc(NC(=S)N2CCN(S(C)(=O)=O)CC2)cc1	0.9	-1	4	8	-3	-0.36	1662	8	103	1	10
COc1ccc(CCN(C)C(=O)CCc2nnc(-c3ccccc3)o2)cc1OC	1	-63	0	0	-14	-0.57	1487	-4	118	1	5
CC1=C(C(=O)OC(C)C)C(c2ccccn2)n2ncnc2N1 (centres undefined)	0.8	0	7	10	0	x	1668	10	105	1	16
CCOC(=O)CNC(=O)CSc1ccc2nnc(-c3cccnc3)n2n1	0.7	-2	4	3	-10	-0.13	1801	-2	110	1.1	29
CC1CN(C2=CC(=O)CCC2)CC(C)O1 (centres undefined)	0.9	2	-6	4	4	-0.63	1534	3	103	1	7
Cc1ccc(S(=O)(=O)Cn2nnnc2C(c2ccccc2)N2CCN(c3ncccn3)CC2)cc1 (centres undefined)	1.1	-10	12	10	-7	0.014	1662	10	109	1	-5
(cont.)
SMILES	bIAP activator	STAT1 blocker	PPARg SRC-1 ag	PPARg SRC2 recr	STAT3 blocker	ROMK primary	SRC2 TRFRET art	PPARg SRC3 recr	STAT3 act	TNAP act hi DEA	bIAP inhibitor
CCCC(=O)NC(Nc1ccccc1OC)C(Cl)(Cl)Cl (centres undefined)	0.9	-2	0	3	6	x	1473	3	100	1	9
Cc1ccc(NC(=O)CN2C(=O)S/C(=C/c3ccc(-c4cccc(C(=O)O)c4)o3)C2=O)cc1	0.8	0	4	7	6	-1.2	1624	3	100	1	20
Cc1ccc(N2C(=O)CSC2c2ccc3c(c2)OCO3)cc1 (centres undefined)	0.9	-5	-1	0	-1	1.3	1493	-3	106	1	8
O=C(CNC(=O)c1ccco1)OCC(=O)c1cccc2ccccc12	0.9	10	3	7	13	-0.96	1656	14	89	1	6
CCOC(=O)c1cc(-c2ccccc2)sc1NC(=S)Nc1cccc(C)n1	0.9	-1	11	18	4	x	1883	-5	102	1	5
Cc1oc2cc(OC(=O)c3ccco3)ccc2c(=O)c1-c1nc2ccccc2n1C	1	6	2	-5	5	-1.2	1631	1	99	1	-3
O=C(CC(c1ccco1)C1CCCCC1=O)c1ccccc1 (centres undefined)	0.9	3	-6	-2	6	0.58	1450	-8	100	1	14
COC(=O)c1ccc(NC(=S)NNC(=O)c2ccccc2)cc1	1.5	-4	-6	1	11	0.94*	1432	2	93	1.1	-45
O=[N+]([O-])c1ccccc1/C=C/C=N/Nc1nc(N2CCCCC2)nc(N2CCCCC2)n1	1	3	-4	8	6	-0.03	1602	-6	98	1.1	4
CC1CN(Cc2nc3c(c(=O)n(C)c(=O)n3C)n2CCN2CCOCC2)CC(C)O1 (centres undefined)	1	4	3	5	-5	x	1552	-1	107	1.1	-1
S=C(NCCc1c[nH]c2ccccc12)NC1CC1	0.9	-6	11	-2	5	-0.83	1561	2	97	1.1	11
